GSK3 alpha inh: blockers of GSK3A enzyme activity – biochemical, luminescence, cell-free homogeneous, HTS, primary screen; AID 2650, 2010; 320,000 tested, 0.1% active; inhibition, % at 10 µM; Glycogen synthase kinase-3 alpha (Homo sapiens), P49840; GSK-3 alpha kinase, ADP-Glo luminescence, 60 min;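 in the data active = inhibition above about 50%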;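 also: GST-tagged GSK-3 alpha with peptide substrate and 25 µM ATP; 0% = DMSO neutral wells and 100% = GW8510 positive control wells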
AI-2 QS mod: Vibrio harveyi AI-2 quorum sensing modulators, primary screen, JMH597 strain, luminescence/OD600 ratio | Vibrio harveyi JMH597 AI-2 luminescence/OD600 ratio, 9 h; stronger effect = lower value; strain lacks LuxN and CqsS sensors; 0 = neutral-control median | activity change, % at 7.5 µM | 300,000 tested, 0.4% active | AID 2094, 2009; in the data active = activity change below about -75%, passing the limit was not always enough;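 also: luminescence divided by OD600 gain over 9 h not by final OD600 alone; inactives centre near 13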
DYRK1A inh: rat Dyrk1A kinase inhibitors, primary screen, biochemical, single point, plate reader | AID 504441, 2011 | ADP-Glo luminescence, NFATc1 peptide | Dual specificity tyrosine-phosphorylation-regulated kinase 1A (Rattus norvegicus), Q63470 | 310,000 tested, 0.43% active | inhibition, % at 12.5 µM; in the data active = inhibition above about 50%;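 also: plate controls were vehicle with enzyme for no effect and no enzyme for full effect; many of its hits are not listed in these tables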
PolyA inh: polyadenylation inhibitors in yeast reporter cells, primary screen, luminescence, S. cerevisiae; S. cerevisiae SKY197-pL101 polyadenylation reporter, beta-gal luminescence; efflux-impaired pdr1/pdr3 knockout yeast; score 100 = 6 SD above DMSO; calls only at 12 µM; 300,000 tested, 0.02% active; AID 1875, 2009;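 active = lowest replicate activity score at least 50, where 100 means six control SD above control mean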;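 also: yeast exposed to compound for 9 h at 30 °C; higher score means more reporter readthrough which indicates perturbed polyadenylation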
Platelet DG rel: inhibitors of platelet dense granule secretion, primary screen, cell-based, MLPCN, human platelets; human platelet-rich plasma, SFLLRN dense granule ATP release, luminescence; AID 1663, 2009; inhibition, %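 (compounds screened at 7.5 µM in platelet-rich plasma)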; 300,000 tested, 0.22% active;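 active = mean replicate score, as percent of positive control, at or above 50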
GSK3B inh: human GSK3beta kinase inhibitors, primary screen, biochemical, cell-free homogeneous, HTS; Glycogen synthase kinase-3 beta (Homo sapiens), P49841; activity score (negative = inhibition), % at 10 µM; 300,000 tested, 0.038% active; GST-GSK3beta kinase, ADP-Glo luminescence, 60 min; stronger effect = lower value;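 active = more than half of replicate wells score below -50%, meaning over 50% inhibition versus plate controls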;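 also: 0% = median DMSO wells and -100% = median GW8510 positive control wells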
Target sequence (P49841 whole entry, looked up): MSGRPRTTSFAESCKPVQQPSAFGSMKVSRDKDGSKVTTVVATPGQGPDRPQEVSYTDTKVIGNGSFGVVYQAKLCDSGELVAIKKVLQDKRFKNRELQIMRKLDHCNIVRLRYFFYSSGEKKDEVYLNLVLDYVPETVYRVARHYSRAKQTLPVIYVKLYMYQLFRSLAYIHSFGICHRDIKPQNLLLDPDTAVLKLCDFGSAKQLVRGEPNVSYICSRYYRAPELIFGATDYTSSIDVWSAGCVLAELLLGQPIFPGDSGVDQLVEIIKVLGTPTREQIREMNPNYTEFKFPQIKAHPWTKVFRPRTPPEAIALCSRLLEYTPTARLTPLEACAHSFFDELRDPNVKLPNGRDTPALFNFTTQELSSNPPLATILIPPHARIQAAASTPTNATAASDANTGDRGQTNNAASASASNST
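test system = GST-tagged human GSK3beta kinase, cell-free | reagent = 25 µM ATP with peptide substrate | dosing = one dose of 10 µM per compound | schedule = 60 min reaction, RT | detection = luminescent ADP-Glo measurement of ADP formed | control set = DMSO neutral wells and GW8510 at 20 µM as positive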
HDAC3 inhib: HDAC3 deacetylase inhibitors, primary screen, biochemical, fluorescence, cell-free homogeneous | recombinant HDAC3, fluorogenic peptide/trypsin coupled | inhibition, % at 8.3 µM | 320,000 tested, 0.15% active; in the data active = inhibition above about 26%, passing the limit was not always enough
Target sequence (O15379 whole entry, looked up): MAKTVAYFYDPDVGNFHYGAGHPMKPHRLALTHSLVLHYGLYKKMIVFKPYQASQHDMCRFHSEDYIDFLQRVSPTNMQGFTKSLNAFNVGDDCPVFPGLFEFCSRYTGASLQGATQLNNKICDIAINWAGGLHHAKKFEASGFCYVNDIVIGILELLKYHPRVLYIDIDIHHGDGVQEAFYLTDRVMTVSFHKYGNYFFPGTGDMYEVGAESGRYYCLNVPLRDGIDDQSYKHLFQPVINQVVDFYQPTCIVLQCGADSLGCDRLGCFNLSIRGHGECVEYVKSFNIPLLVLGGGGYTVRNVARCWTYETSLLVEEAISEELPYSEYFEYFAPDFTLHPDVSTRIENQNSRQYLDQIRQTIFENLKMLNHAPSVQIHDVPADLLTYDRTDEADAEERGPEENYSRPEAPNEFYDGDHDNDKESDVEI
HSF1 inhib: HSF1 inhibitors in luciferase reporter cells, primary screen, cell-based, NIH3T3, luminescence; NIH3T3-HGL HSE-luciferase, MG132-induced, luminescence 8 h; stronger effect = lower value; activity change, negative = inhibition, % at 7.5 µM (by protocol); 300,000 tested, 0.77% active;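 active = more than half of replicate wells show activity change below -50%, luminescence cut by over half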;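 also: luciferase reports HSF-1 transcriptional activity via heat shock element; 0% = median of DMSO wells and -100% = zero luminescence signal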
HSP90 refold inh: HSP90 inhibitors, primary screen, cell lysate, luminescence. Heat shock protein HSP 90 (rabbit reticulocyte lysate; luciferase refolding). Rabbit reticulocyte lysate, luciferase refolding luminescence, 3 h. inhibition, % at 5.6 µM. 290,000 tested, 0.91% active;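 active = inhibition above the screen-wide mean plus 3 SD, computed separately per campaign, cut at about 16% in these data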;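 also: 0% = DMSO wells and 100% = 60 µM geldanamycin wells; inhibitors lower the luminescence because luciferase stays unfolded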
HSF1 activator: HSF-1 activators, primary screen, NIH3T3-HGL cells, MG132 stress, luminescence, single point; NIH3T3-HGL HSF-1 luciferase reporter, 8 h; 100% = twice DMSO control signal; activation, % at 9 µM; 300,000 tested, 1.7% active; AID 504408, 2011;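 active = mean replicate activation of at least 50% with a set share of replicates each reaching 50%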;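 also: 0% = median of the neutral control wells and 100% = twice that signal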
* = called active by the depositor; i = inactive; / = no result given. Not all compounds are listed; the hit share may differ from the screen's.

HSF1 activator	HSP90 refold inh	HSF1 inhib	HDAC3 inhib	GSK3B inh	PolyA inh	GSK3 alpha inh	DYRK1A inh	AI-2 QS mod	Platelet DG rel	SMILES
-2	-1	-2	-3	-4	i	1	5	29	20	CN(C1CCCC1)C1CCN(C(=O)CNC(=O)/C=C/c2ccc(F)cc2)CC1
8	1	-9	4	1	i	-2	2	13	-1	O=C(NC(Cc1c[nH]c2ccccc12)C(=O)O)c1ccc(Br)cc1 (centres undefined)
-5	-2	7	-3	1	i	-1	4	15	-3	COc1cc(CN(C(=S)NCC(=O)NC2CC2)C2CCCC2)cc(OC)c1OC
-13	/	-5	1	3	i	-2	-4	31	-16	O=C(CSc1nc(C(F)(F)F)cc(=O)[nH]1)N1CCC(Cc2ccccc2)CC1
-8	3	-3	7	16	i	-3	1	-2	4	CCC(C)n1c(S(=O)(=O)O)nc2ccccc21 (centres undefined)
8	3	9	9	1	i	-1	2	0	5	CCc1ccc(N(CC(=O)NC2CC2)S(=O)(=O)c2ccc(C)cc2)cc1
-1	1	-13	5	1	i	-2	3	17	-13	COc1ccc(Cc2nnc(SCC(=O)Nc3ccc(N4CCOCC4)cc3)n2C)cc1
6	3	9	3	2	i	-1	-1	4	1	O=C(NCCc1ccccn1)c1cc(-c2cccc3ccccc23)nc2ccccc12
-13	1	-3	2	2	i	3	5	11	4	N#Cc1cc2c(nc1S(=O)(=O)Cc1ccccc1)CCCC2
19	-1	8	-3	5	i	-1	9	-2	-3	O=C(Oc1cccc(Nc2ncnc3ccccc23)c1)c1ccccc1Cl
9	1	-12	2	-3	i	4	-6	30	4	CCOCCn1c(N(C)Cc2ccccc2)nc2c1c(=O)[nH]c(=O)n2C
5	1	1	-9	-1	i	1	1	21	6	COc1cccc(C(=O)Nc2c3c(nn2-c2ccccc2C)CS(=O)C3)c1OC (centres undefined)
4	0	9	-11	1	i	-2	-2	21	-6	Cc1nc(NCc2ccccc2)c(C(N)=O)c2c1COC(C)(C)C2
13	1	-2	-1	2	i	-2	0	-2	5	COc1cc(NS(=O)(=O)c2ccc(NC(=O)c3ccc([N+](=O)[O-])cc3)cc2)ncn1
0	-2	-17	7	12	i	-5	0	25	-1	CCc1nnc(NS(=O)(=O)c2ccc(NC(=O)c3ccco3)cc2)s1
21	6	16	11	-3	i	-1	2	9	-2	N#Cc1ccc(CSc2nnc(-c3cccs3)n2-c2ccccc2)cc1
5	1	0	-8	0	i	-3	/	8	-2	CSc1nnnn1-c1ccc(Cl)cc1
29	-2	-2	-2	-12	i	-1	0	-1	11	COc1ccc(/C=C2\SC(=O)N(CCn3cnnn3)C2=O)cc1
-56	16*	-49	-8	4	i	0	-9	10	-6	COC(=O)c1ccc(N=NNc2ccc(C(=O)OC)cc2)cc1
-9	0	1	2	-14	i	-3	-1	19	8	CC(C)NC(=O)CCS(=O)(=O)c1ccc(Br)s1
3	1	1	3	-3	i	-4	4	-5	5	Cc1nn(C(C)C(=O)NNC(=S)Nc2ccc(Cl)cc2)c(C)c1[N+](=O)[O-] (centres undefined)
7	0	7	-3	-2	i	0	/	16	13	C/C(=N\N1CCN(c2ccccc2)CC1)c1ccncc1
24	0	-4	3	-4	i	2	7	19	-2	CCOC(=O)c1ccc(N2C(=O)c3n[nH]c(C)c3C2c2ccco2)cc1 (centres undefined)
-25	-2	-1	3	-1	i	0	-8	15	1	Cn1c(=O)c(=O)n(C)c2cc(S(=O)(=O)N3CCCC3C(=O)NCc3cccs3)ccc21 (centres undefined)
10	/	-3	1	-2	i	-1	-15	12	4	COc1ccccc1NC(=O)Nc1nc(CC(=O)NCc2c(F)cccc2F)cs1
0	1	-5	4	1	i	0	-1	3	12	CC(NC(=O)c1cccs1)c1n[nH]c(=S)n1C (centres undefined)
7	0	-3	-2	-3	i	0	5	7	3	Cn1c(N)c(N=O)c(=O)n(C)c1=O
5	4	-1	4	-5	i	0	-1	2	-13	O=S(=O)(Cc1ccccc1)c1ccccc1-c1nnc(-c2ccccc2)o1
0	0	-11	-1	1	i	-1	4	23	-4	CCCCN(C)CCCNC(=O)/C=C1\Sc2ccccc2NC1=O
4	-3	1	1	0	i	6	17	4	-30	CCCNC(=O)C(=O)Nc1cc2c3c(c1)CCC(=O)N3CCC2

Reprinted from the part before: three compounds; new compounds follow.
HSF1 activator	HSP90 refold inh	HSF1 inhib	HDAC3 inhib	GSK3B inh	PolyA inh	GSK3 alpha inh	DYRK1A inh	AI-2 QS mod	Platelet DG rel	SMILES
5	4	-1	4	-5	i	0	-1	2	-13	O=S(=O)(Cc1ccccc1)c1ccccc1-c1nnc(-c2ccccc2)o1
0	0	-11	-1	1	i	-1	4	23	-4	CCCCN(C)CCCNC(=O)/C=C1\Sc2ccccc2NC1=O
4	-3	1	1	0	i	6	17	4	-30	CCCNC(=O)C(=O)Nc1cc2c3c(c1)CCC(=O)N3CCC2
-9	1	-10	3	-3	i	-2	-1	15	-10	COc1ccc(Oc2ncccc2[N+](=O)[O-])cc1
8	2	-8	6	1	i	-3	7	7	-2	CCOc1ccccc1C(=O)Nc1cccc2ccccc12
-9	0	4	0	2	i	-1	-2	0	3	CCc1c(C)sc(NC(=S)N2CCN(S(C)(=O)=O)CC2)c1C(=O)OC
11	2	3	-5	0	i	4	5	39	-12	Cc1ccc2oc(C(=O)NCc3ccc4c(c3)OCO4)c(C)c2c1
-2	-4	8	8	-1	i	-2	-2	14	1	O=C(O)c1cccc(S(=O)(=O)Nc2ccc3c(c2)OCO3)c1
-4	0	-1	-8	2	i	-5	-3	21	-7	CCCCn1c2nc3ccccc3nc2c2c(=O)n(C(C)CC)cnc21 (centres undefined)
4	/	9	10	1	i	0	-5	30	-4	CCOc1ccccc1OCC(=O)Nc1cc(S(=O)(=O)N2CCCCC2)ccc1OC
48	-2	30	5	2	i	1	4	9	-8	CCOc1cc(-c2conc2N)cc(OCC)c1OCC
-8	1	0	0	6	i	-8	-10	17	-1	Cc1ccc(N2CC(C(=O)NC3=NCCS3)CC2=O)cc1 (centres undefined)
-2	-7	-4	-1	0	i	-1	/	2	-2	COCCC(=O)N1CCC(Oc2ccc(C(=O)N3CCCCCC3)cc2)CC1
10	5	3	3	4	i	1	-5	25	-2	Cc1ccc(/C=N/N=C2\SCC(=O)N2CC2CC2)cc1
-1	1	0	2	1	i	10	-4	10	3	COc1ccc(/C=N/NC2=NCCCCC2)cc1
2	4	2	-2	3	i	0	-2	27	3	CCC/C(=N\NC(=O)C1CC1)c1ccc(Br)cc1
-6	2	0	6	6	i	-6	-11	25	3	O=C(O)c1ccccc1C(=O)c1ccc(Sc2ccc(Cl)cc2)c([N+](=O)[O-])c1
17	-3	-1	1	/	i	2	-1	/	1	COc1cccc(CN(C(=O)CN2C(=O)c3ccccc3S2(=O)=O)C(C(=O)NCC2CCCO2)c2ccco2)c1 (centres undefined)
-3	/	-4	-1	-4	i	-3	-4	29	0	Cc1ccc(Cc2nnc(SCC(=O)Nc3ccccc3C)[nH]c2=O)cc1
3	-3	11	7	3	i	2	5	5	10	CCOC(=O)Cn1nnnc1C(CC)N(Cc1cccs1)Cc1cc2ccc(OC)cc2[nH]c1=O (centres undefined)
-16	2	-4	-3	-1	i	3	6	39	-4	C#CCOCCOCCOCCNc1nc(N2CCN(C(=O)[C@H](C(C)C)n3cc(CCO)nn3)CC2)nc(N2CCN(C(=O)[C@H]([C@@H](C)CC)n3cc(CCCCN)nn3)CC2)n1
-4	/	-7	5	-2	i	-1	-7	46	-1	CCN(CC)S(=O)(=O)c1cccc(-c2nnc(SCC(=O)c3cc(C)n(C4CC4)c3C)o2)c1
67*	4	53	0	-2	i	2	6	14	2	CC(C)Cn1c(N)c(C(=O)COC(=O)c2ccc([N+](=O)[O-])o2)c(=O)n(C)c1=O
-59	86*	-53*	-3	2	i	0	5	7	13	Cc1cc(C(=O)Nc2cccc(C(=O)O)c2)oc1C
21	1	-1	-74	-2	i	-1	1	2	12	CCOC(=O)COc1cc(OCC(=O)OCC)c2c3c(c(=O)oc2c1)CCCC3
-2	-3	4	-4	1	i	0	-5	19	0	Cc1ccccc1CC1(CO)CCCN(Cc2ccccc2Cl)C1 (centres undefined)
-3	0	2	5	3	i	-2	-1	13	7	CCOc1ccc(C(c2nnnn2C(C)(C)C)N2CCN(C(=O)c3ccco3)CC2)cc1 (centres undefined)
-10	2	-3	0	-2	i	-1	-4	50	5	Cc1cccc(OCC(=O)Nc2nonc2NC(=O)COc2cccc(C)c2)c1
-4	/	-1	2	-1	i	-2	-3	27	4	OC(c1ccccc1)(c1ccccc1)c1ccn[nH]1
5	-2	12	0	-2	i	-3	-5	13	-3	O=C(N/N=C/c1cccs1)c1cnccn1
0	-5	-2	-1	1	i	-2	5	22	25	CN(CC(=O)Nc1ccc(F)c(F)c1F)C(=O)CN1C(=O)C2CCCCC2C1=O (centres undefined)
-3	1	-4	-2	-1	i	0	-1	23	1	Cc1nc(NC(=O)COC(=O)C2=NNC(=O)CC2)c(Cl)cc1Cl
16	-6	3	7	/	i	-3	-4	/	5	Oc1cccc(/C=N/N(Cc2ccccc2)c2ccccc2)c1
-5	-1	-10	3	1	i	4	-11	34	0	O=C(Nc1cccnc1)C1CCN(S(=O)(=O)c2cccc3nonc23)CC1
41	3	23	-2	-1	i	2	-1	10	26	O=C(N=C1N=C2C=CC(Br)=CN2Cc2ccccc21)c1ccc([N+](=O)[O-])cc1[N+](=O)[O-]
-5	-3	-9	3	0	i	3	-6	482	-6	CCc1ccc(CNCc2cccnc2)cc1
-1	0	5	-9	2	i	0	-2	3	8	O=C(CSc1nnc(-c2ccccc2)o1)N1CCOCC1
22	5	33	-44	-1	i	1	3	16	1	COc1cc(C(=O)NCCCNc2nc3cc(C)c(C)cc3cc2C#N)cc(OC)c1OC
-1	-1	-4	7	2	i	-2	-6	27	3	CC(C)n1c(CN2CCN(C)CC2)nc2c1c(=O)n(C)c(=O)n2C
-12	-3	4	6	-2	i	-1	-4	22	4	O=C(CCNC(=O)c1ccc([N+](=O)[O-])cc1)Nc1ccc(N2CCOCC2)cc1N1CCOCC1

Compound activity deposited in PubChem by several laboratories.
